STK33 inh: inhibitors of purified STK33 kinase, primary screen, biochemical, ADP-Glo luminescence, homogeneous, cell-free | Serine/threonine-protein kinase 33 (Homo sapiens), Q9BYT3 | MBP phosphorylation | inhibition, % at 10 µM | 0.073% of 320,000 active;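 active = inhibition at or above 25%, using the most active replicate where run in duplicate; inactive = inhibition below 25%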
Target sequence (Q9BYT3 whole entry, looked up): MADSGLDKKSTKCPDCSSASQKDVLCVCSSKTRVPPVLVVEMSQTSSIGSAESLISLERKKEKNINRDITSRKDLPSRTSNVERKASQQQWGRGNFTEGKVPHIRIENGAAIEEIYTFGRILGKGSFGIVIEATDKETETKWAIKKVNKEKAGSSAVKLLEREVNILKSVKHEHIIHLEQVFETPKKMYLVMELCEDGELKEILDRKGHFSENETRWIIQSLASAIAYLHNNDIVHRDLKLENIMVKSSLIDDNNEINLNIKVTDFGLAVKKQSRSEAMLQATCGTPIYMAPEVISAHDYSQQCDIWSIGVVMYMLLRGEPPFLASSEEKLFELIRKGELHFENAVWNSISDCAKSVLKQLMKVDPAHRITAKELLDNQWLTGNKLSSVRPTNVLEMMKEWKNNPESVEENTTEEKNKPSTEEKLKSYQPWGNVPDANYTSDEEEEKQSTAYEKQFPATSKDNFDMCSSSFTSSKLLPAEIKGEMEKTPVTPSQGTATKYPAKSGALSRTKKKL
OX1R antag-1: OX1R (HCRTR1) antagonists, primary screen, fluorescence, CHO/OX1R cells, Fluo-8 calcium, orexin A. Orexin/Hypocretin receptor type 1 (Homo sapiens), O43613. Fluo-8 calcium fluorescence. inhibition, % at 5 µM. 0.43% of 330,000 active. AID 434989, 2010;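 active = inhibition above its plate's threshold, mean inhibition of all tested compounds on the plate plus 3 SD, cut at about 37% in these data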;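 also: 0% = orexin A challenge wells and 100% = SB-334867-A antagonist wells; not every result past the cut was called active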
Target sequence (O43613 whole entry, looked up): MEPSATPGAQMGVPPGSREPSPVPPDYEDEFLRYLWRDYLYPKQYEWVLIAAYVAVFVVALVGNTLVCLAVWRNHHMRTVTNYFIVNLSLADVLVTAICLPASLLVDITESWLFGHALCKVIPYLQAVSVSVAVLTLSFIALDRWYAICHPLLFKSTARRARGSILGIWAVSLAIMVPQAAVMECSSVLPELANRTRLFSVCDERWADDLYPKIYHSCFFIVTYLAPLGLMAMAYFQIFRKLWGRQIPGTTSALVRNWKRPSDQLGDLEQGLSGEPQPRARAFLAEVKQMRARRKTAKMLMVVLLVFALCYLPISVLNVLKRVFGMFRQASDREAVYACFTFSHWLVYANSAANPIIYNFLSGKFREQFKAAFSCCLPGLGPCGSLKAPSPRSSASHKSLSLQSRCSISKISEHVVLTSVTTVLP
OX1R antag-2: antagonists of human orexin 1 receptor (OX1R); OX1R-expressing cells, FRET antagonist read-out; AID 485270, 2010; 1.8% of 330,000 active; Orexin/Hypocretin receptor type 1 (Homo sapiens), O43613; inhibition, % at 6.6 µM; in the data active = inhibition mostly above about 38%, no sharp cut-off; inactive = mostly below about 40%;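 also: 0% = agonist challenge alone and 100% = reference antagonist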
* hit, by the source's call; . = no result given. Rows were taken by chance. About 2.2% of those tested had a hit in this group.

STK33 inh,OX1R antag-1,OX1R antag-2,molecule
1.4,-8,-1,O=S1(=O)CCC(NC(=S)Nc2ccccc2)C1 (configuration not stated)
-1.1,-19,12,Cc1cccc(C)c1NC(=O)C1(C)c2cccc[n+]2CC(=O)N1Cc1cccs1 (configuration not stated)
-0.2,1,11,O=C(CSc1nc(C(F)(F)F)cc(=O)[nH]1)NCc1ccc2c(c1)OCO2
0.6,-14,-1,CCCNC(=S)NNC(=O)c1cc(C2CC2)nc2ccccc12
-0.7,-11,15,COC(=O)C1=C(CS(=O)(=O)c2ccc(Cl)cc2)NC(=O)NC1c1ccc(O)c(OC)c1 (configuration not stated)
3.0,-6,1,CCC(C)Nc1nnc(SCC(=O)c2c(N)n(C3CC3)c(=O)[nH]c2=O)s1 (configuration not stated)
-0.6,-12,24,Cn1cc(CNCc2ccc(-n3cccn3)cc2)c(-c2ccccc2F)n1
0.7,-6,13,Cc1ccc(CCNC(=O)C2CC(c3ccccc3[N+](=O)[O-])=NO2)cc1 (configuration not stated)
0.7,-23,-6,O=C1CN(C(=O)c2ccccc2[N+](=O)[O-])C(c2ccccc2)c2cc(Br)ccc2N1 (configuration not stated)
-1.3,-13,17,CC(=O)N(c1ccc2oc(=O)sc2c1)S(=O)(=O)c1ccccc1
-0.3,-28,9,Cn1c(=O)n(CCc2ccccc2)c(=O)c2c1nc1n2CCN1Cc1ccco1
0.8,-18,15,CC(C)CN1CCN(Cc2ccc(Oc3ncccn3)cc2)CC1CCO (configuration not stated)
1.7,-27,29,COc1ccccc1C(=O)Nc1cccc(SC)c1
0.1,-23,4,COc1ccccc1NC(=S)NC(=O)CCCOc1ccc(Cl)cc1Cl
0.4,-8,26,COc1ccccc1C1C(C(=O)c2cc3ccccc3o2)=C(O)C(=O)N1CCN(C)C (configuration not stated)
-0.2,3,0,CNC(=O)C(=O)NCC1OCCN1S(=O)(=O)c1ccc(OC)c(OC)c1 (configuration not stated)
-2.0,-3,7,C=CCNC(=S)N1CCC(C(=O)c2ccc(OC)cc2)CC1
-0.7,-16,4,O=C(CN1C(=O)COc2ccccc21)NCCN1CCc2ccccc2C1
3.5,-54,7,COc1ccc(Nc2nc(C(=O)N(CCO)Cc3ccccc3)cs2)cc1
-1.3,-24,29,COc1cccc(C2(O)CC(C(F)(F)F)=NN2C(=O)c2ccccn2)c1 (configuration not stated)
-0.4,-35,8,O=C(CCN1C(=O)c2ccccc2C1=O)N1CCN(Cc2ccc(Cl)cc2Cl)CC1
-1.2,-19,-2,C/C(N)=C(/C#N)C(=O)CN1C(=O)NC(Cc2c[nH]c3ccccc23)C1=O (configuration not stated)
-0.1,-3,8,COC(=O)C1(C)NC(c2ccc(O)cc2)C2C(=O)N(c3ccc(F)cc3)C(=O)C21 (configuration not stated)
-0.3,-11,20,O=C(C1CCN(CC2CC=CCC2)CC1)N(CCc1ccccc1)Cc1ccccc1 (configuration not stated)
-0.1,-14,4,CCN(C(=O)COC(=O)COc1ccc(Cl)c(C)c1)C1CCS(=O)(=O)C1 (configuration not stated)
1.7,-23,3,O=C(NCCCn1ccnc1)c1cn(-c2ccccc2)nc1-c1ccc(F)cc1
-0.4,-3,24,CC1=C2C(=O)OC(c3ccoc3)C2(C)CCC1 (configuration not stated)
-0.9,-16,12,COc1ccccc1N(CC(=O)Nc1cc(C)on1)S(=O)(=O)c1cccc(C(F)(F)F)c1
1.6,-8,18,C/C(=C(/NC(=O)c1ccccc1)C(=O)O)c1ccco1
-2.0,-9,16,CC(=O)Nc1nc(-c2cccs2)cs1
-1.3,9,23,O=C(Nc1ccccc1C(=O)N1CCN(CCO)CC1)c1cccc([N+](=O)[O-])c1
0.2,5,9,CN(C)CCCNC(=O)c1cc(C(=O)Cc2ccccc2)c[nH]1
-0.6,-13,28,CC(C)(C)Nc1scc(-c2ccccc2)[n+]1-c1ccccc1
-0.2,-12,15,COc1ccc(S(=O)(=O)N2CCCOC2CNC(=O)C(=O)NCCCn2ccnc2)cc1 (configuration not stated)
-1.7,-27,16,Cn1c(=O)oc2cc(S(=O)(=O)N3CCCC(C(=O)NCC4COc5ccccc5O4)C3)ccc21 (configuration not stated)
-1.4,-11,3,O=C(NCCc1ccc(Cl)cc1)C1CCN(C(=O)c2sccc2-n2cccc2)CC1
-0.2,0,3,COc1ccc(S(=O)(=O)Nc2ccccc2-c2nc3ccccc3[nH]c2=O)cc1
0.3,0,4,COc1cc(/C=C(\NC(=O)c2ccccc2)C(=O)NC(C(=O)O)c2ccccc2)cc(OC)c1OC (configuration not stated)
-0.7,-36,-4,O=c1c2ccccc2nc(SCc2ccccc2Cl)n1Cc1ccccc1
0.2,-14,9,O=C(Cn1nc(Cc2cccnc2)c2ccccc2c1=O)Nc1ccc2c(c1)OCO2
-0.4,-12,16,Cc1ccccc1OCc1nc(-c2ccccc2)no1
-0.4,-22,45,CCn1c(O)c(N=NC(=O)CNC(=O)c2ccccc2F)c2ccccc21
0.2,-13,8,CCc1cccc(NC(=O)CSCc2nc3sc(C)c(C)c3c(=O)[nH]2)c1
-1.5,-7,3,O=C(CNC(=O)c1ccccc1Br)N/N=C/c1cccnc1
0.5,-4,11,Cc1cc(C(=O)N/N=C/c2c(C)[nH]c3ccccc23)n[nH]1

The last seven entries of the part above come first, to join the parts.
STK33 inh,OX1R antag-1,OX1R antag-2,molecule
-0.7,-36,-4,O=c1c2ccccc2nc(SCc2ccccc2Cl)n1Cc1ccccc1
0.2,-14,9,O=C(Cn1nc(Cc2cccnc2)c2ccccc2c1=O)Nc1ccc2c(c1)OCO2
-0.4,-12,16,Cc1ccccc1OCc1nc(-c2ccccc2)no1
-0.4,-22,45,CCn1c(O)c(N=NC(=O)CNC(=O)c2ccccc2F)c2ccccc21
0.2,-13,8,CCc1cccc(NC(=O)CSCc2nc3sc(C)c(C)c3c(=O)[nH]2)c1
-1.5,-7,3,O=C(CNC(=O)c1ccccc1Br)N/N=C/c1cccnc1
0.5,-4,11,Cc1cc(C(=O)N/N=C/c2c(C)[nH]c3ccccc23)n[nH]1
1.9,-1,55,CCOc1ccc(N=Nc2c(N)[nH][nH]c2=O)cc1
1.6,-27,18,CCC(=O)Nc1cccc(C2=NOC3(C2)C[C@@H](C(N)=O)N(C(=O)C(c2ccccc2)c2ccccc2)C3)c1 (some centres not stated)
-1.6,-31,15,COc1cccc(NC(=O)CCCCCN2C(=O)[C@@H]3Cc4ccccc4CN3C2=O)c1
-0.3,17,3,O=C(CN1CCOCC1)N/N=C/c1ccccc1
-2.5,-4,22,CCOc1ccc(S(=O)(=O)N(C)c2ccc(OCC(=O)Nc3nc(-c4cc(OC)ccc4OC)cs3)cc2)cc1
-2.2,-8,4,COCC(=O)Nc1nnc(SCC(=O)NCc2cccs2)s1
.,15,5,O=S1(=O)N=C(c2ccccc2)C=C(c2ccccc2)N1
-0.5,-17,12,CCNC(=S)N1CCN(C(c2ccccc2)c2ccccc2)CC1
1.4,-1,16,CCCCc1ccc(NC(=S)NCc2ccccc2OC)cc1
-1.2,-16,10,COc1ccc(Br)cc1/C=N/n1c(-c2ccccc2)n[nH]c1=S
0.2,-25,-2,O=c1nc(/C=C/c2ccccc2C(F)(F)F)cc(C(F)(F)F)[nH]1
-0.3,-17,16,CN1C(=O)[C@H]2[C@@H](/C=C/c3ccccc3)N3C(=O)CN(Cc4ccccc4)C(=O)[C@@]3(C)[C@H]2C1=O
-3.0,-19,17,COc1ccc(S(=O)(=O)N2CCCCCC2)cc1C(=O)OCC(=O)NCC(C)C
0.1,0,14,COc1ccc(S(=O)(=O)Nc2cccc(-c3ccc4nncn4n3)c2)cc1F
-1.4,-29,28,Cc1cc(C)c(CN2CCC(CO)(CCOc3ccccc3)CC2)cc1C

Quoted from the listing.
Entry for CCC(=O)Nc1cccc(C2=NOC3(C2)C[C@@H](C(N)=O)N(C(=O)C(c2ccccc2)c2ccccc2)C3)c1 (some centres not stated) in OX1R antag-1: -27
Entry for CCNC(=S)N1CCN(C(c2ccccc2)c2ccccc2)CC1 in STK33 inh: -0.5
Entry for CCOc1ccc(S(=O)(=O)N(C)c2ccc(OCC(=O)Nc3nc(-c4cc(OC)ccc4OC)cs3)cc2)cc1 in STK33 inh: -2.5
Entry for COc1cccc(NC(=O)CCCCCN2C(=O)[C@@H]3Cc4ccccc4CN3C2=O)c1 in OX1R antag-2: 15
Entry for COc1ccc(Br)cc1/C=N/n1c(-c2ccccc2)n[nH]c1=S in OX1R antag-2: 10
Entry for COc1ccc(S(=O)(=O)Nc2cccc(-c3ccc4nncn4n3)c2)cc1F in OX1R antag-2: 14

New compounds follow:
STK33 inh,OX1R antag-1,OX1R antag-2,molecule
-0.9,0,2,CC1(C)CC(=O)C=C(NCCc2ccccc2)C1
-1.8,-8,-4,COc1cccc(/C=C(\C)C(=O)c2c(C)cc(C)[nH]c2=O)c1OC
0.4,-12,29,O=C(COC(=O)c1sc2cc(Cl)ccc2c1Cl)Nc1ncc(Cl)cc1Cl
-3.0,-10,12,O=C(CSc1nc2c(sc3ccccc32)c(=O)n1CCCN1CCCC1)NCC1CCCO1 (configuration not stated)
-1.7,-4,7,C[C@H](CO)N1C[C@H](C)[C@@H](CN(C)Cc2ccncc2)Oc2c(cccc2N(C)C)C1=O
-0.3,-13,20,Cc1cc(C)n2c(SCC(=O)N3CCN(S(=O)(=O)c4ccc(Cl)cc4)CC3)nnc2n1
-1.3,-18,1,CN(CC(=O)Nc1ccc(S(=O)(=O)N2CCCC2)cc1)Cc1ccc(Cl)cc1Cl
.,-26,24,O=C(c1ccc2nc(-c3ccco3)c(-c3ccco3)nc2c1)N1CCN(c2ccccc2)CC1
0.9,-14,22,CCOC(=O)c1[nH]cnc1C(=O)Nc1ccc([N+](=O)[O-])cc1
-2.5,-40,18,CSc1nc(N2CCN(c3ccccc3Cl)CC2)c2ccccc2n1
-2.1,-37,-1,CCOC(=O)c1nnn(CC(=O)Nc2cc(Cl)ccc2C)c1C(=O)OCC
-1.5,-15,5,CNS(=O)(=O)c1cccc(C(=O)OCCCC(=O)c2ccccc2)c1
0.1,3,-1,COc1cccc(-c2c3c([nH]c(=O)c2C#N)CCc2cc(OC)ccc2-3)c1
-0.8,-5,1,O=S(=O)(c1ccc(-c2ccccc2)cc1)N1CCCC1
-1.3,-1,10,NC(=O)C1CCCN(C(=O)c2ccc3oc(Cc4ccc(Cl)cc4)nc3c2)C1 (configuration not stated)
3.5,-26,9,O=C(Nc1ncc2c(n1)-c1ccccc1CC2)c1ccc(F)cc1
0.0,-29,39,CCC1(C)Cc2c(sc3c2c2ncnn2c2nnc(SCC(=O)NCc4ccco4)n32)CO1 (configuration not stated)
0.3,-26,14,COc1cccc(Nc2nc(N)c([N+](=O)[O-])c(NCc3ccccc3)n2)c1
1.1,-12,2,COc1cc(C2N3CC4(C)CN2CC(C)(C3)C4)ccc1O (configuration not stated)
-3.3,6,0,CN(C)S(=O)(=O)N1CCN(C(=O)N2CCCCCC2)CC1
-0.5,-5,14,CCC(=O)N/C=C/n1cnc2cc(C(F)(F)F)ccc21
-0.1,1,28,COc1ccc(C(=O)NC(=S)N2CCOCC2)cc1[N+](=O)[O-]
0.6,1,23,COc1ccc(NC2=C(NCCO)C(=O)c3ccccc3C2=O)cc1
-0.3,-11,3,COc1ccc(S(=O)(=O)N2CCN(c3cnccn3)CC2)cc1OC
0.1,-34,-3,COc1cc(C(=O)N(C)CC2CCN(CCc3cccc(C(F)(F)F)c3)CC2)ccc1C
-1.1,-4,19,Cc1cccc(NS(=O)(=O)c2ccc(C)c(C(N)=O)c2)c1
-2.1,-8,18,Cc1[nH]n(-c2ccc([N+](=O)[O-])cc2)c(=O)c1C=NCCN1CCN(C(=O)C(C)C)CC1
-0.1,-7,3,O=C(NCc1ccccc1Cl)C(=O)NCC(c1ccco1)N1CCOCC1 (configuration not stated)
-3.9,-15,8,O=C(NCC1CCCN(Cc2ccc3c(c2)OCCO3)C1)c1ccc2c(c1)OCO2 (configuration not stated)
-3.1,-14,15,CCN(CC)C(=O)CSc1nnc(COc2ccc(OC)cc2)n1N
0.3,2,1,O=C(c1ccc2nc[nH]c2c1)N1CCN(S(=O)(=O)c2cccc(F)c2)CC1
0.8,-11,12,O=S(=O)(Cc1ccccc1)N1CCn2c(nc3ccccc32)C1
-0.2,-13,10,Cc1cccc(NC(=O)Cc2ccc(Br)cc2)n1
-0.9,9,2,CCCC(=O)N(C1CC(C)C(C#N)(C#N)C1(C#N)C#N)N(C)C (configuration not stated)
-3.9,-24,6,Cc1ccccc1NC(=O)Cc1nc(CSc2nnc(C3CCCCC3)n2N)cs1
-0.5,-10,19,O=C1COc2ccc(C(=O)COC(=O)c3cccnc3Cl)cc2N1
0.9,-36,-4,COc1ccc(Br)cc1CN1CCN(C(=O)c2cccc(OC)c2OC)CC1
-0.7,-7,18,COc1ccc(OCC(O)CN2CCCCCC2)cc1 (configuration not stated)
